LDHA inh: blocks human lactate dehydrogenase A; actives 0.15% (n = 480,000); AID 1347041; activity change, % (values are at about 110 or 230 µM); purified LDHA, NADH/diaphorase-resazurin fluorescence; active compounds read low; in the data active = activity change below about -30%; inconclusive = mostly about -25% to -30%;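 also: plate controls were DMSO wells for no effect and wells without enzyme for full effect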
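Enzyme activity of human lactate dehydrogenase 5 (2 nM; 0.06 mM NADH, 0.2 mM pyruvate, 5 min, RT) is measured via a resazurin/diaphorase fluorescence readout of residual NADH.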
APEX1 inh: APE1 (human) endonuclease inhibition; Potency, µM (top dose mostly 65.8 µM), inactives show at the highest dose activity change, negative = inhibition, usual class: inhibitors; actives 0.35% (n = 350,000); P27695; AID 2517; recombinant APE1, TAMRA/BHQ-2 abasic DNA cleavage fluorescence;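 also: potency is read from the fitted curve at half-maximal effect; plate controls were vehicle for no effect and reference inhibitor for full effect; nearly all actives have a fitted effect of over 55% in size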
Target sequence (P27695 whole entry, looked up): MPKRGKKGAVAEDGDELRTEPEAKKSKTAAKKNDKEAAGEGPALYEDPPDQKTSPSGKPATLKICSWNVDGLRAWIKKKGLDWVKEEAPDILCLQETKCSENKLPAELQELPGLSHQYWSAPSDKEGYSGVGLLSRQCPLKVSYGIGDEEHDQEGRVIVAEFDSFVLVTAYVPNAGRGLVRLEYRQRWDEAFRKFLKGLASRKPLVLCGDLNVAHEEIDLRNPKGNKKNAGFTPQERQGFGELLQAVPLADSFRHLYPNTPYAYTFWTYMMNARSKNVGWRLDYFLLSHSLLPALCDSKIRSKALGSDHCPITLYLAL
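Readout is kinetic fluorescence (ex 525, em 598 nm) from cleavage of 50 nM TAMRA/BHQ-2 THF abasic duplex by 0.75 nM APE1, compound added 15 min beforehand at RT.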
Pol eta inh: blocks human DNA polymerase eta activity | Q9Y253 | recombinant Pol eta, fluorescent DNA replication assay | Potency, µM (doses to about 114 µM), inactives show at the top dose activity change, negative = inhibition, usual class: inhibitors | actives 1.2% (n = 390,000) | AID 588591; also: potency is read from the fitted curve at half-maximal effect; % is scaled to controls: 0 for no effect and ±100 for the full control effect
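Fluorescent replication assay: 50 nM final substrate added after a 15 min room-temperature compound preincubation with 10 nM enzyme. Signal taken at 0 min and again at 10 min.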
RGS4 inhibitor: human RGS4 inhibition | P49798 | Transcreener GDP fluorescence polarization, RGS4-accelerated GTP hydrolysis | Potency, µM (titrated, usually from 114 µM), without a hit: at the highest dose activity change, negative = inhibition, hits mostly inhibitors | actives 0.039% (n = 390,000) | AID 504845; also: potency is read from the fitted curve at half-maximal effect; % is scaled to controls: 0 for no effect and ±100 for the full control effect; nearly all actives have a fitted effect of over 75% in size; some results filed as inactive show a strong effect at the top dose
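MLSMR compounds (23 nl, pin-transferred) preincubated 10 min at room temperature with a 500nM (2x) first reagent, then RGS4 at 900nM (2x) plus Transcreener GDP mix added; fluorescence polarization (620/688 nm) read before and after 90 min at 30 °C.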
ERG Ets-DNA blk: inhibitors of human ERG Ets domain-DNA interaction; P11308; fluorescence polarization, His-ERG Ets domain / labelled DNA; Potency, µM (highest dose often 76.9 µM), for the others: top-dose FP activity, negative = inhibition, most hits filed as inhibitors; actives 0.028% (n = 370,000); active = well fitted inhibition curve with a large enough effect in the polarisation, with a control signal flat; inconclusive = small, poorly fitted or top-dose-only effect, or effect the other way, or a change in a side signal; inactive = no such curve, though single readings can be large or run the other way; the % refers to the polarisation;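 also: polarization taken with two DNA probes labelled with fluorescein and Texas red; potency is read from the fitted curve at half-maximal effect; % of control where 0% means no effect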
Target sequence (P11308 whole entry, looked up, the tested form may be a part): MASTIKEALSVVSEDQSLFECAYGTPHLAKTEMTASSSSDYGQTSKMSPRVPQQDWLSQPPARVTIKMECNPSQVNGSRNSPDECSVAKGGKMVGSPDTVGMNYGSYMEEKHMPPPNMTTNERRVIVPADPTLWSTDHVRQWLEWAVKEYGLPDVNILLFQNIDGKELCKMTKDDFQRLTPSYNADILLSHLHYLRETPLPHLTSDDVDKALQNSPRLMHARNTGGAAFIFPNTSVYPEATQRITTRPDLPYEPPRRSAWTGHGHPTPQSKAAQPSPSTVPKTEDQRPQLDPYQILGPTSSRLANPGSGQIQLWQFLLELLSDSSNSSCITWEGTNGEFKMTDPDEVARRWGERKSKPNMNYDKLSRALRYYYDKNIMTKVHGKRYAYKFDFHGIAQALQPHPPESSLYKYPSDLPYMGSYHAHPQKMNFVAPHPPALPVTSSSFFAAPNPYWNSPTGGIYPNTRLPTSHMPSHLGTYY
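His-tagged ERG Ets domain (1 uM in the protein solution; 300mM KCl, 50mM Tris-HCl, 1mM EDTA, 1mM DTT, pH 7.5) received compound, then a probe mix of 5 nM fluorescein-DNA and 100nM Texas-615-DNA. Fluorescence polarization was read for both dyes.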
Apoferritin bind: binds horse apoferritin like a general anesthetic; Potency, µM (doses to about 77.5 µM), for inactives: at the top dose activity change, negative = displacement, hits mostly inhibitors; actives 0.074% (n = 350,000); apoferritin/1-aminoanthracene competitive binding, fluorescence; AID 485281; P02791; also: potency is read from the fitted curve at half-maximal effect; % is scaled to controls: 0 for no effect and ±100 for the full control effect; nearly all actives have a fitted effect of over 20% in size
Target sequence (P02791 2-175 limits assumed): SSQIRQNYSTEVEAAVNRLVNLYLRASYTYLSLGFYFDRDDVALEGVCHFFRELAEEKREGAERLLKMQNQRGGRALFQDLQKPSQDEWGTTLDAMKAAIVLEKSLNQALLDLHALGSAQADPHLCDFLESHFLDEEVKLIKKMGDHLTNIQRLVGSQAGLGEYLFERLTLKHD
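Steps: apoferritin (10 uM) was premixed with half-saturated 1-AMA in PBS, compounds were pin-transferred, plates stood 10 min at room temperature, fluorescence was read at 380/535 nm, and curves were fitted with a Hill equation.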
Pol kappa inh: blocks human DNA polymerase kappa activity. Q9UBT6. purified Pol kappa, fluorescent DNA synthesis assay, 10 min. Potency, µM (top dose mostly 107 µM), for the others: top-dose activity, negative = inhibition, usual class: inhibitors. actives 0.53% (n = 400,000); also: potency is read from the fitted curve at half-maximal effect; % is scaled to controls: 0 for no effect and ±100 for the full control effect
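10 nM Pol kappa was preincubated with compounds for 15 min at room temperature. Reaction started with 50 nM (final) substrate. Fluorescence read kinetically at 0 and 10 min.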
Pol beta inh: DNA polymerase beta (human) inhibition; P06746; Pol beta primer extension/strand displacement, fluorescence kinetic; Potency, µM (top dose mostly 114 µM), for inactives: top-dose activity change, negative = inhibition, usual class: inhibitors; actives 1.3% (n = 340,000); AID 485314; also: potency is read from the fitted curve at half-maximal effect; % is scaled to controls: 0 for no effect and ±100 for the full control effect
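Homogeneous kinetic assay of primer extension and strand displacement by 10 nM Pol beta, preincubated 15 min at room temperature with compound before 50 nM substrate (final) was added. Read at 0 and 10 min; four-parameter Hill fit.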
ALOX12 inh: inhibitors of human 12S-lipoxygenase ALOX12; P18054; purified 12hLO, xylenol orange hydroperoxide absorbance; Potency, µM (highest dose often 108 µM), without a hit: at the top dose activity change, negative = inhibition, most hits filed as inhibitors; actives 1.1% (n = 580,000); AID 1671190; also: potency is read from the fitted curve at half-maximal effect; % is scaled to controls: 0 for no effect and ±100 for the full control effect
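Hydroperoxide product was detected by ferrous iron/xylenol orange as the 573 to 405 nm absorbance ratio. Arachidonic acid at 40 uM (final) was turned over for 30 min at room temperature by 150 nM human 12hLO, pH 7.0 Hepes buffer, after 15 min compound preincubation.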
* hit, by the source's call; ? = inconclusive; · = not tested or not shown; [ ] = remark or other dose. Unless noted, calls follow the shape of the dose curve; as a rule, active = well fitted curve in the direction sought with a large enough effect; inconclusive = small, poorly fitted or top-dose-only effect, or another doubt; inactive = no such curve, though single readings can be large; an effect the other way counts as inactive or inconclusive. Some of the compounds tested; count on the stated rates, not on these rows.

Start of the listing, in advance:
SMILES	LDHA inh	APEX1 inh	Pol eta inh	RGS4 inhibitor	ERG Ets-DNA blk	Apoferritin bind	Pol kappa inh	Pol beta inh	ALOX12 inh
Cc1nn(-c2ccccc2)c(C)c1NC(=O)COC(=O)c1cc(Cl)ccc1O	3	17%	-3%	-10%	6%	·	7%	·	?
CCOc1ccc(S(=O)(=O)c2cn(C)c3ccccc3c2=O)cc1	-7	·	-14%	15%	2%	-9%	1%	0%	6%
O=C(c1cccc(N2CCCC2=O)c1)N1CCN(c2cccc(Cl)c2)CC1	0	-4%	-6%	-20%	7%	-5%	13%	28%	·
COc1ccc(CCNC(=O)C(=O)NCC(c2ccc3c(c2)OCO3)N2CCOCC2)cc1 (centres undefined)	-2	·	-4%	-12%	-12%	7%	0%[60.1 µM]	-20%	?
CC1CCCCC1NC(=O)C1CCC(CNS(=O)(=O)c2cccc3cccnc23)CC1 (centres undefined)	-3	9%	1%	-1%	1%	-6%	2%	15%	4%
O=C1NC(=O)/C(=C/c2ccccc2Cl)N1	-6	10%	-18%	-3%	5%	3%	-7%	4%	0%
COC(=O)c1ccccc1NC(=O)Cn1c(=O)n(CCC(=O)NCc2ccccc2OC)c(=O)c2ccccc21	-5	·	-1%	20%	11%	-14%	-2%	21%	?

This part in full, repeating the preview:
SMILES	LDHA inh	APEX1 inh	Pol eta inh	RGS4 inhibitor	ERG Ets-DNA blk	Apoferritin bind	Pol kappa inh	Pol beta inh	ALOX12 inh
Cc1nn(-c2ccccc2)c(C)c1NC(=O)COC(=O)c1cc(Cl)ccc1O	3	17%	-3%	-10%	6%	·	7%	·	?
CCOc1ccc(S(=O)(=O)c2cn(C)c3ccccc3c2=O)cc1	-7	·	-14%	15%	2%	-9%	1%	0%	6%
O=C(c1cccc(N2CCCC2=O)c1)N1CCN(c2cccc(Cl)c2)CC1	0	-4%	-6%	-20%	7%	-5%	13%	28%	·
COc1ccc(CCNC(=O)C(=O)NCC(c2ccc3c(c2)OCO3)N2CCOCC2)cc1 (centres undefined)	-2	·	-4%	-12%	-12%	7%	0%[60.1 µM]	-20%	?
CC1CCCCC1NC(=O)C1CCC(CNS(=O)(=O)c2cccc3cccnc23)CC1 (centres undefined)	-3	9%	1%	-1%	1%	-6%	2%	15%	4%
O=C1NC(=O)/C(=C/c2ccccc2Cl)N1	-6	10%	-18%	-3%	5%	3%	-7%	4%	0%
COC(=O)c1ccccc1NC(=O)Cn1c(=O)n(CCC(=O)NCc2ccccc2OC)c(=O)c2ccccc21	-5	·	-1%	20%	11%	-14%	-2%	21%	?
Nc1nonc1-c1nc2ccccc2n1CC(=O)N1CCN(c2ccc(F)cc2)CC1	-2	-1%	11%	24%	0%	-4%	-14%	4%	8%
CCCCN(C(=O)Cc1cccs1)c1nnc(-c2cccnc2)s1	1	2%	1%	-12%	0%	-20%	-14%	-1%	?
Cc1ccccc1NC(=O)C1C2CC/C=C\CCC21 (centres undefined)	-6	0%	-17%	3%	-10%	-15%	0%	-3%	-9%
CCCCn1c(-c2nn(C)c(C)c2Cl)n[nH]c1=S	-2	6%	-11%	-35%	-6%	-15%	5%	15%	?
COc1ccc(/C(N)=N/OC(=O)Cc2ccc(OC)c(OC)c2)cc1	-6	-9%	-1%	3%	·	2%	-5%	-14%	3%
O=C(Cn1cnc2ccccc21)N/N=C/c1ccco1	-8	10%	12%	10%[11.4 µM]	-3%	-3%	-5%	10%	-1%
CCC1CCCN1Cn1cnc2c([nH]c3ccccc32)c1=O (centres undefined)	-9	-2%	-11%	-8%	-5%	-5%	-10%	48%	3%
Cc1ccc(C2(C(F)(F)F)NC(=O)N3CCCN=C3S2)cc1 (centres undefined)	-2	-4%	9%	20%	·	?	-1%	47%	-2%
COc1ccc2c(c1)c(C(C)=O)c(C)n2-c1ccccc1	-2	2%	10%	4%	·	-17%	-2%	16%	11%
CN(CC(=O)NNC(=O)c1cccnc1)S(=O)(=O)c1cc(Cl)ccc1Cl	-6	-3%	0%	-2%	-1%	-2%	-20%	-8%	2%
O=C(CCC(=O)Nc1ccc(Br)cc1)N/N=C/c1cc([N+](=O)[O-])ccc1O	-4	2%	-7%	0%	2%	-11%	-12%	6%	?
CNC(=O)c1sc(SC)cc1-c1ccc(Cl)cc1	-5	9%	-18%	21%	1%	-19%	-6%	?	0%
CC(c1ccco1)N(C(=O)c1ccc(S(=O)(=O)N2CCCCC2)cc1)c1ccccn1 (centres undefined)	-3	0%	1%	-14%	1%	1%	-19%	0%	34%[activator]
O=C(Nc1cccc(S(=O)(=O)N2CCCCCC2)c1)c1cncc(Br)c1	-7	-2%	-19%	13%	-2%	·	-15%	·	-6%
COCCCN(C(=O)c1cc2c(s1)CCCCC2)c1c(N)n(Cc2ccccc2)c(=O)[nH]c1=O	-7	6%	-5%	10%	-3%	·	-6%	·	-17%
OCCN1CCN(c2nc(-c3ccccc3)nc3c2oc2ccccc23)CC1	-1	-5%	?	-38%	1%	-13%	-27%	-1%	-3%
Cc1cc(C)c2c(=O)cc(C(=O)Nc3sc4c(c3C(=O)NCC3CCCO3)CCCC4)oc2c1 (centres undefined)	-1	·	-14%	9%	0%	-6%	2%	20%	-2%
O=C(Cn1c(C(=O)O)cc2ccccc21)c1ccccc1	-2	2%	-16%	2%	-13%	-2%	-6%	44%	0%

Other entries:
SMILES	LDHA inh	APEX1 inh	Pol eta inh	RGS4 inhibitor	ERG Ets-DNA blk	Apoferritin bind	Pol kappa inh	Pol beta inh	ALOX12 inh
C[C@@H]1CN([C@H](C)CO)C(=O)c2cc(NS(=O)(=O)c3ccc(F)cc3)ccc2O[C@@H]1CN(C)Cc1ccc(Cl)c(Cl)c1	2	-15%	-14%	36%	-2%	·	-17%	·	?
CN1CCN(C(=O)c2cnn(-c3ccccc3)c2NC(=O)c2ccc(Br)cc2)CC1	-3	·	-7%	24%	4%	·	-9%	·	?
CC(=O)NC1=NC(=O)/C(=C/c2cc(C)n(-c3cccc(C(=O)O)c3)c2C)S1	-3	3.5µM*	4µM*	-44%	23%	-12%	40µM*	6.3µM*	?
CN1CCN(c2nc(-c3cccs3)cc(C(F)(F)F)n2)CC1	2	2%	-17%	-25%	-5%	-19%	-3%	-1%	-11%
CC(C)NC(=O)NC(=O)COC(=O)c1c2c(nc3ccccc13)CCC2	1	0%	?	-7%	-12%	-5%	-15%	?	-23%
COC(=O)c1ccccc1NC(=O)CSc1nc(-c2ccco2)cc(C(F)(F)F)n1	5	3%	-10%	6%	·	?	-6%	8%	-8%[57.4 µM]
Nc1c(C(=O)Nc2ccccc2Cl)c2ccccn2c1C(=O)c1ccc(Cl)cc1	-1	·	·	-7%	-10%	-1%	-3%	13%	-2%
Cc1ccc(S(=O)(=O)c2cn(C)c3cc(N4CCCC(C)C4)c(F)cc3c2=O)c(C)c1 (centres undefined)	-2	·	-2%	18%	-3%	-9%	-9%	-19%	-12%
C[C@@H](C(=O)NCCCCCC(=O)O)n1nnc2ccccc2c1=O	-10	2%	8%	-1%	11%	-10%	-8%	-3%	-4%
CCOc1ccc(NC(=O)c2ccco2)cc1	2	4%	1%	4%	6%	-9%	12%	12%	-6%
O=C1C2C3CCC(CC3)C2C(=O)N1c1ccccc1 (centres undefined)	-8	3%	-6%	12%	-6%	-8%	8%	37%	1%
O=C(CN1CCN(Cc2ccccc2Cl)CC1)N/N=C/c1ccccn1	3	4%	-27%	36%	-2%	-8%	-13%	7%	445%[activator]
O=C(CSC(=S)N1CCCC1)N(Cc1nnc(-c2ccccc2Cl)o1)C1CC1	-4	25%	-19%	-24%	-6%[15.4 µM]	·	5%	·	17%
CCC(C)NC(=O)C1c2ccccc2C(=O)N(c2ccc(OC)cc2)C1c1ccc(OC)cc1 (centres undefined)	-2	-4%	2%	-45%[56.9 µM]	8%	-9%	-9%	3%	-6%
CC(=O)N1CCc2cc(CNS(=O)(=O)c3ccccc3C(F)(F)F)ccc21	-8	·	-10%	38%	-7%	-12%	-6%[60.1 µM]	43%[activator]	-5%
COc1ccc(N2C(=O)C3CCCN3C2c2cccc(F)c2)cc1Cl (centres undefined)	-7	-5%	8%	33%	6%	-5%	-14%	32%	-2%
CC1Cc2ccccc2N1C(=O)COC(=O)/C=C/c1ccc(F)cc1 (centres undefined)	-2	20%	-14%	-35%	-2%	·	-15%	·	?
CCc1nnc(NC(=O)C2CCN(c3cnccn3)CC2)s1	-1	8%	-7%	-10%	-7%	-8%	-25%	8%	0%
Cc1ccc2c(c1)-c1c(ssc1=S)C(C)(C)N2C(=O)CN1C(=O)c2ccccc2C1=O	-7	-9%	-12%	-32%	-3%	-17%	2%	1%	?

Random excerpt: 3 compounds from above.
SMILES	LDHA inh	APEX1 inh	Pol eta inh	RGS4 inhibitor	ERG Ets-DNA blk	Apoferritin bind	Pol kappa inh	Pol beta inh	ALOX12 inh
C[C@@H](C(=O)NCCCCCC(=O)O)n1nnc2ccccc2c1=O	-10	2%	8%	-1%	11%	-10%	-8%	-3%	-4%
Cc1ccc2c(c1)-c1c(ssc1=S)C(C)(C)N2C(=O)CN1C(=O)c2ccccc2C1=O	-7	-9%	-12%	-32%	-3%	-17%	2%	1%	?
Nc1c(C(=O)Nc2ccccc2Cl)c2ccccn2c1C(=O)c1ccc(Cl)cc1	-1	·	·	-7%	-10%	-1%	-3%	13%	-2%

Compound activity as filed in PubChem.
